# UPR CHOP act: activators of apoptotic CHOP UPR arm, primary screen, cell-based, CHO-CHOP luciferase reporter, luminescence, uHTS | UPR activation; percent of tunicamycin response over DMSO baseline | activation, % at 10 µM | 330,000 tested, 0.34% active;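 active = at 10 µM dose, activation of 40% or more, normalized to positive control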;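 note: 100% = tunicamycin at 10 µg/mL and 0% = DMSO alone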
#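 Test system: CHO CHOP reporter cells. Input: 500 CHO-CHOP cells per well. Medium: F12 with 10% FBS. Technique: luciferase luminescence. Measure: percent activation relative to tunicamycin control. Dosing: 10 µM compound, 0.5% DMSO. Timing: 16-18 h cell attachment, then 6 h compound exposure, 37 °C.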
# Gli-Sufu block: Gli-Sufu pathway antagonists, primary screen, luciferase luminescence, Sufu-KO-LIGHT cells, uHTS; inhibition, % at 5 µM; Sufu-KO-LIGHT fibroblasts, Gli luciferase reporter luminescence; 340,000 tested, 0.74% active;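 active = inhibition above about 55%, limit read from the data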;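 note: 0% = DMSO-treated cells and 100% = wells with medium but no cells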
# XBP1 UPR activ: activators of adaptive XBP1 UPR arm, primary screen, cell-based, CHO-XBP1 luciferase reporter, luminescence, uHTS. IRE1-XBP1 UPR activation; percent of tunicamycin response, DMSO as zero. activation, % at 20 µM. 330,000 tested, 0.33% active. AID 463104, 2010;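 active = versus positive control, 20 µM dose yields 30% or more activation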;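 note: 100% = tunicamycin at 10 µg/mL and 0% = DMSO only wells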
#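 Assay system: CHO-XBP1 luciferase reporter cells; Schedule: 6 h treatment, 37 °C; Detection: glow luminescence from Steady-Glo reagent; Benchmarks: high control tunicamycin 10 µg/mL final, low control DMSO vehicle only.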
# EBI2 block: EBI2 receptor antagonists, beta-arrestin recruitment, primary screen, cell-based, luminescence, 7a,25-OHC stimulation, uHTS. inhibition, % at 5 µM. 360,000 tested, 0.81% active. G-protein coupled receptor 183 (Homo sapiens), P32249. 7a,25-OHC stimulated. AID 651636, 2012; in the data active = inhibition above about 38%;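 note: enzyme fragment complementation signal reports receptor beta-arrestin coupling in cells; 0% = agonist plus DMSO wells and 100% = wells without agonist; some results beyond the cut were filed as inactive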
# Target sequence (P32249 whole entry, looked up, the tested form may be a part): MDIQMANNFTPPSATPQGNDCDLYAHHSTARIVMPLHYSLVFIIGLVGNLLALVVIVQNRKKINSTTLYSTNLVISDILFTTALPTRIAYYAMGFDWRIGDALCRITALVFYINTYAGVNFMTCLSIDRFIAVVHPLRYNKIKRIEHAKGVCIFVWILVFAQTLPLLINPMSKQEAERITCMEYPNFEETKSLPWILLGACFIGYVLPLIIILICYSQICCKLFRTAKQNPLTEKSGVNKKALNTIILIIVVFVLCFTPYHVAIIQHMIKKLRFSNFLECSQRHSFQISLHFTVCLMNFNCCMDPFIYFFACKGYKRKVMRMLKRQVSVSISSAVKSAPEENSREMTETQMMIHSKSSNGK
# CCR6 antagonist: CCR6 receptor antagonists, primary screen, cell-based, CHO-K1, luminescence, beta-arrestin, uHTS; AID 493098, 2011; 340,000 tested, 0.49% active; C-C chemokine receptor type 6 (Homo sapiens), P51684; inhibition, % at 20 µM; CHO-K1 CCR6 PathHunter beta-arrestin, CCL20-stimulated;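 active = compounds whose inhibition of the agonist-driven luminescence signal at 20 µM reaches about 50%, limit read from the data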;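 note: cells stimulated with CCL20 at 14 nM final; plate controls were DMSO with CCL20 for no effect and DMSO without agonist for full effect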
# Target sequence (P51684 whole entry, looked up): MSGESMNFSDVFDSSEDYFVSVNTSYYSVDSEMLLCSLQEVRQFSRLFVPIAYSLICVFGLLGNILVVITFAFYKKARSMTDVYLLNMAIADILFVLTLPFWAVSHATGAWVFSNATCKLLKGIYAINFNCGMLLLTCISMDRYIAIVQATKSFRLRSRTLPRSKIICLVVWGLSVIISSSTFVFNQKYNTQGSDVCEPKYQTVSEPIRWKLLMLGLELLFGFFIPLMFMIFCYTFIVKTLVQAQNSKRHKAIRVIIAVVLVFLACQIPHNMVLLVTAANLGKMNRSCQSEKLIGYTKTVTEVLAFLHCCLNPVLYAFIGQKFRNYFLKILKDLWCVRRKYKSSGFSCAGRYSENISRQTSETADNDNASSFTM
# CXCR6 inh: CXCR6 receptor inhibitors, primary screen, cell-based, beta-arrestin, luminescence, CHO-K1 PathHunter, 1536-well. C-X-C chemokine receptor type 6 (Homo sapiens), O00574. inhibition, % at 20 µM. 360,000 tested, 0.36% active. AID 602244, 2012; in the data active = inhibition above about 34%, passing the limit was not always enough;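 note: antagonist mode with CXCL16 agonist at 10 nM final; 0% = 10 nM CXCL16 with DMSO and 100% = unstimulated wells without agonist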
# Target sequence (O00574 whole entry, looked up): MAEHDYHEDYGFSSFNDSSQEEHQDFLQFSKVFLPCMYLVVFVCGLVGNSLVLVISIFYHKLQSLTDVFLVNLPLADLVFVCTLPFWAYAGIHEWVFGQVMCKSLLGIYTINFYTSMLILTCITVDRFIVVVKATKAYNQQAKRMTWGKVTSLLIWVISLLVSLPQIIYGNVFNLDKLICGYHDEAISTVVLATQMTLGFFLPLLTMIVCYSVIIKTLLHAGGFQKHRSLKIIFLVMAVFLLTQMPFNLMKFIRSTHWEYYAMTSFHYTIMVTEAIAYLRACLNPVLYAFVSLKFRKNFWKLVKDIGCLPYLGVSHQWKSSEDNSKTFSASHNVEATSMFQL
# Mdm2-MdmX inh: inhibitors of human Mdm2-MdmX association, primary screen, cell-based, luminescence, split luciferase, SaOS-2, uHTS. Protein Mdm4 (Homo sapiens) + E3 ubiquitin-protein ligase Mdm2 (Homo sapiens), …. SaOS-2 split-luciferase Mdm2/MdmX complementation. inhibition, % at 8 µM. 330,000 tested, 3% active. AID 485346, 2010;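 active = inhibition of at least 50% at 8 µM in the primary screen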
# 697 NFkB inh: inhibitors of PMA/ionomycin-induced NF-kB reporter, 697 cells, primary screen, B-cell NF-kB inhibitor project, cell-based, luminescence, uHTS; 697 B-cell NF-kB luciferase reporter, 16 h; inhibition, % at 4 µM; 330,000 tested, 0.33% active; in the data active = inhibition above about 35%
# Jurkat NFkB inh: inhibitors of induced NF-kB luciferase reporter, primary screen, TCR NF-kB activation inhibitor project, cell-based, luminescence, uHTS; Jurkat, PMA/ionomycin-induced NF-kB luciferase reporter; inhibition, % at 4 µM; 330,000 tested, 0.53% active; AID 435003, 2010; in the data active = inhibition above about 50%
# Starred values were filed as active, the others as inactive; x = no result given.
SMILES,UPR CHOP act,Gli-Sufu block,XBP1 UPR activ,EBI2 block,CCR6 antagonist,CXCR6 inh,Mdm2-MdmX inh,697 NFkB inh,Jurkat NFkB inh
CN1C(=O)NC(c2ccccc2)(C(F)(F)F)S/C1=C(/C#N)c1nnc(N2CCOCC2)n1-c1ccccc1 (configuration not stated),-0.5,-7,-1,15,3,2,50*,-5,2
CCSc1nc(C)nc2sc(C)c(C)c12,1.5,-3,0,9,9,3,16,-4,-9
C/C(=N\O)c1noc(C)c1C(=O)Nc1nccs1,-1.9,29,5,-6,6,25,-5,-72,-1
CC(C)CCNC(=O)c1c[nH]c2ccc(S(=O)(=O)N3CCOCC3)cc2c1=O,-0.8,6,-3,-10,1,-10,18,-11,24
O=C(NNC(=O)c1ccncc1)Nc1ccccc1,0.7,18,1,-16,-8,-7,1,18,7
O=C(COC(=O)Cc1ccccc1F)NNC(=O)c1ccc([N+](=O)[O-])cc1,1.5,-2,-1,-12,-14,-16,16,6,15
CCc1ccccc1-n1ncc(C(=O)Nc2ccc(OC)cc2)c1C,x,-22,x,2,6,-3,x,x,x
CC1CCCC(C)N1CC(O)Cn1c2ccccc2c2ccccc21 (configuration not stated),1.9,16,-5,6,-10,-1,31,20,2
Cc1nc2ccc(S(=O)(=O)NCC(=O)NC(C)c3ccccc3)cc2s1 (configuration not stated),-0.2,-1,-2,-4,10,-2,24,9,-2
CCOC(=O)c1ccc(N=c2sc(C(=O)OC)cc(=O)n2C2CC2)cc1,-0.9,5,1,35,3,1,13,4,-10
Cc1c(N=Cc2ccc[nH]2)c(=O)n(-c2ccccc2)n1C,1.1,0,-1,-5,-9,0,4,-1,8
CC(C)(C)c1ccc(C(=O)N2CCN(C(=O)c3cccs3)CC2)cc1,2.0,-3,2,-9,-3,0,2,-7,13
O=S(=O)(/C=C/c1ccccc1)N1CCOCC1,-0.9,5,-2,-20,6,7,25,6,13
Cc1ccc(-c2onc(C)c2C)cc1S(=O)(=O)N1CCOc2ccccc21,-1.2,45,-5,7,8,-7,19,-73,20
COc1cc([N+](=O)[O-])ccc1NC(=O)CC1SC(=Nc2ccc(F)cc2)N(CCC2=CCCCC2)C1=O (configuration not stated),4.1,13,-1,9,2,-6,77*,-8,13
COC(=O)COc1ccc(-c2nccc(-c3ccc(Br)cc3)n2)cc1,-0.2,-4,-3,-9,-16,-1,-11,12,7
O=C1NC(=Nc2ccccc2)S/C1=C/c1cccs1,7.5,-26,8,-8,14,2,-90,-47,-17
CCCc1cc(=O)oc2cc(C)cc(OCC(=O)N3CCC(C(N)=O)CC3)c12,0.0,2,9,-3,-9,4,-17,-13,-7
CC1Cc2ccccc2N1C(=O)CSc1nc2c(c(=O)n(C)c(=O)n2C)n1Cc1ccccc1 (configuration not stated),2.7,11,6,13,11,4,50*,-3,8
CCOC(=O)N1CCC(N2Cc3cccc(C(=O)Nc4c(C)cccc4CC)c3C2=O)CC1,-0.7,-8,-3,-8,6,-7,12,-3,11
Cc1cc(C(C)(C)C)cc(C)c1CCNC(=O)c1c(C)noc1C,-2.2,30,0,1,3,3,-5,-50,-1
O=C(CSc1nc2[nH]ncc2c(=O)[nH]1)Nc1ccccc1,-2.6,-2,-2,-8,-4,-16,6,8,-1
Cn1ccc(C(=O)N/N=C/c2c[nH]c3ccccc23)n1,-0.6,97*,2,-1,0,1,-11,2,-19
C[C@@H]1C=C(C(=O)N2CCN(Cc3ccccc3)CC2)O[C@H](OCc2ccc(CO)cc2)C1,-0.6,6,0,-10,-1,0,13,22,0
CCCCn1c(O)c(C=NCCCN(C)C)c(=O)[nH]c1=O,-1.4,-63,-1,-6,-27,-2,18,12,9
COc1cc(Cl)c(C)cc1NC(=O)CSCC#N,-0.2,-4,-1,2,4,3,7,-6,3
Cc1ccc(Cl)c(OC(=O)c2ccc(N3CCOCC3)c([N+](=O)[O-])c2)c1,2.4,-3,2,16,24,-1,-24,13,7
Cc1cc(C)c[n+](-c2nc3ccccc3nc2[N-]S(=O)(=O)c2cccs2)c1,1.3,4,0,-10,9,-6,10,12,7
Cn1ncc2c(=S)nc(Cl)[nH]c21,x,4,x,-12,4,2,x,x,x
COc1cc(-c2n[nH]c(=S)n2C(C)c2ccccc2)cc(OC)c1OC (configuration not stated),-1.4,6,-5,4,4,0,9,-21,3
COCC(=O)N(Cc1cc2cccc(C)c2[nH]c1=O)c1ccccc1,1.6,7,2,1,6,3,11,7,-10
CCc1nc2sc(C#N)c(N)c2c2c1CCCC2,-0.1,0,9,2,8,1,-5,-24,11
c1ccc(-c2cc3ccccc3[nH]2)cc1,4.3,-36,0,-4,2,-7,2,-33,-39
Cc1c(/C=N/NC(=O)C2(O)c3ccccc3-c3ccccc32)cnn1C,-0.8,-4,0,-11,-2,-4,21,1,5
CCC(=O)c1cc2c(C)cc(=O)oc2c(C)c1OC(=O)C(C)C,0.1,5,-3,2,-1,2,14,18,1
O=C(CSc1nncn1-c1cccnc1)N(c1ccccc1)c1ccccc1,1.9,2,-4,-8,-3,6,2,13,-19
CCCN(CCC)C(=O)CC(c1ccccc1)C1CCOC(C)(C)C1 (configuration not stated),-0.3,-2,-1,3,9,-6,9,2,-2
Cc1ccc(N2C(=O)c3cccc([N+](=O)[O-])c3C2=O)cc1C,-1.0,-13,-2,4,-11,5,-17,7,-2
c1ccc(CCn2c3ccccc3c3nnc(SCc4ccc5nonc5c4)nc32)cc1,0.8,14,0,30,21,12,91*,-102,-1
Cc1cc(=O)oc2cc(OCC(=O)N3CCCc4ccccc43)ccc12,-2.0,-4,4,-9,7,-1,10,10,3
O=C(N/N=C\c1cc([N+](=O)[O-])ccc1N1CCOCC1)c1ccccn1,-0.6,7,2,-39,7,-2,15,12,3
N#CC1=C(N)Oc2nc[nH]c(=O)c2C1c1cccs1 (configuration not stated),-1.7,0,-3,1,6,-4,-21,17,2
CCOC(=O)C(=Nc1ccccc1)NO,1.0,1,-1,4,-2,3,-11,17,-3
CCn1nc(C)c(CN2CCC(n3nccc3NC(=O)c3ccc4c(c3)OCO4)CC2)c1C,-0.5,-5,-3,-7,-2,4,-8,-5,-14
CCOC(Cn1ccc(=O)[nH]c1=O)OCC,0.3,9,-2,-3,9,-10,2,6,-5
CCOC(=O)c1cccc(NC(=O)Cn2c(CC(=O)NC)nc3ccccc32)c1,1.0,2,1,-3,4,-2,-1,-3,6
O=C(CSc1nnc(NC(=O)c2ccco2)s1)NC1CCCCC1,2.4,-4,0,-7,6,-2,-7,3,-1
Cn1c(CNC(=O)C2CCC(=O)N(CCc3cccc(F)c3)C2)nc2ccccc21 (configuration not stated),2.3,20,-7,4,-14,2,-6,-2,1
Cc1occc1-c1nnc(SCC(=O)Nc2nccs2)n1CCc1ccccc1,1.4,0,-1,x,-8,x,-12,-3,1
CCC(CO)n1c(=S)[nH]c2cc(OC)c(OC)cc2c1=O (configuration not stated),0.2,5,1,6,-2,-3,7,14,5
# (further entries)
SMILES,UPR CHOP act,Gli-Sufu block,XBP1 UPR activ,EBI2 block,CCR6 antagonist,CXCR6 inh,Mdm2-MdmX inh,697 NFkB inh,Jurkat NFkB inh
N#C/C(=N\Nc1ccc(F)cc1)C(=O)C1CC1,2.5,2,1,1,7,7,17,-17,-8
CC(=O)Oc1cccc(/C=C2\Sc3ccccc3C2=O)c1,0.4,17,-1,-1,12,7,10,19,5
CC(C)C[C@@H](CSc1ccc(Br)cc1)N1CCN(C)CCC1=O,4.1,-20,2,-7,7,-2,-32,-19,-52
Cc1c(C2C(C#N)=C(N)N(c3ccccc3C#N)C3=C2C(=O)CCC3)cnn1C (configuration not stated),2.4,-2,1,-14,-39,9,4,-15,-3
N#C/C(=C/c1ccc(-c2ccc([N+](=O)[O-])cc2)o1)c1nnc(N2CCOCC2)n1-c1ccccc1,x,5,x,-18,28,6,x,x,x
NS(=O)(=O)c1ccc(CCNC(=O)COC(=O)Cc2ccc([N+](=O)[O-])cc2)cc1,1.5,-4,-3,-2,1,-2,11,17,-3
Cc1cccc(NS(=O)(=O)c2ccc(-n3cccn3)cc2)c1C,-1.0,-5,1,7,13,-1,27,-18,-8
Cc1ccc(S(=O)(=O)c2nc(NN(C)C)sc2Cl)cc1,2.7,4,-2,-10,5,4,-7,-7,-17
CN(C)Cc1ccccc1Sc1ccc2c(c1)CCCC2,-1.4,7,-4,0,14,6,20,-30,-3
CC1CN(c2ccc(Cl)nn2)CC(C)O1 (configuration not stated),0.5,-10,1,-3,12,-6,-20,-5,13

# 6 consecutive compounds out of the list so far, for reference:
SMILES,UPR CHOP act,Gli-Sufu block,XBP1 UPR activ,EBI2 block,CCR6 antagonist,CXCR6 inh,Mdm2-MdmX inh,697 NFkB inh,Jurkat NFkB inh
CN1C(=O)NC(c2ccccc2)(C(F)(F)F)S/C1=C(/C#N)c1nnc(N2CCOCC2)n1-c1ccccc1 (configuration not stated),-0.5,-7,-1,15,3,2,50*,-5,2
CCSc1nc(C)nc2sc(C)c(C)c12,1.5,-3,0,9,9,3,16,-4,-9
C/C(=N\O)c1noc(C)c1C(=O)Nc1nccs1,-1.9,29,5,-6,6,25,-5,-72,-1
CC(C)CCNC(=O)c1c[nH]c2ccc(S(=O)(=O)N3CCOCC3)cc2c1=O,-0.8,6,-3,-10,1,-10,18,-11,24
O=C(NNC(=O)c1ccncc1)Nc1ccccc1,0.7,18,1,-16,-8,-7,1,18,7
O=C(COC(=O)Cc1ccccc1F)NNC(=O)c1ccc([N+](=O)[O-])cc1,1.5,-2,-1,-12,-14,-16,16,6,15

# Following part
SMILES,UPR CHOP act,Gli-Sufu block,XBP1 UPR activ,EBI2 block,CCR6 antagonist,CXCR6 inh,Mdm2-MdmX inh,697 NFkB inh,Jurkat NFkB inh
CC(C)c1ccc(NC(=S)N2CCN(C)CC2)cc1,2.2,-55,2,-6,6,-1,-17,-23,-14
CC(C)CCNC(=O)CCc1nnc2n(CCCOC(C)C)c(=O)c3ccccc3n12,-1.4,-1,0,-8,-4,0,6,6,-12
O=C(COC(=O)C1CCCO1)Nc1cccc(C(F)(F)F)c1 (configuration not stated),0.8,2,2,1,-4,-12,7,-18,-12
COc1cccc(CN(C)C(=O)c2cc(-c3ccc(F)cc3)nc3ccccc23)c1,1.3,10,-6,-10,-3,-3,53*,34,-7
O=C(N/N=C/c1c[nH]c2ccccc12)c1cccc(Cl)c1,5.6,-17,-1,11,7,-2,-15,-15,-21
Cc1ccc(OCc2cc(C(=O)NC(C)Cc3cccc(C)n3)no2)cn1 (configuration not stated),1.0,10,-5,0,2,-2,9,-7,6
Cc1cc(N=Nc2ccc(C)c(N=Nc3cc(C)c(N)cc3N)c2)c(N)cc1N,-4.6,-26,-8,-6,40,24,-8,-134,-118
O=C(NCCc1c[nH]c2ccccc12)C(=O)NCC1OCCN1S(=O)(=O)c1cc(F)ccc1F (configuration not stated),-0.9,-63,-2,16,11,1,-32,-1,7
O=C(COC(=O)c1ccc(S(=O)(=O)N2CCOCC2)cc1)NCc1cccs1,-0.5,-5,-1,-13,-6,-16,-2,0,-2

# High-throughput results as filed in PubChem BioAssay.
